High-throughput results from PubChem BioAssay.
HEK293 viab = GF-AFC viability counterscreen for inhibitors of alpha-synuclein gene (SNCA) expression; Potency, µM (doses to about 57.1 µM), for the others: at the highest dose activity change, negative = cytotoxicity, hits mostly cytotoxic; HEK-293-SNCA-luc viability, GF-AFC fluorescence, 24 h; AID 1671193, 2021; 150,000 tested, 0.12% active;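 also: potency is read from the fitted curve at half-maximal effect; 0% = DMSO-treated cells and -100% = medium-only wells without cells; nearly all actives have a fitted effect of over 30% in size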
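HEK-293-SNCA-luc cells (1500/well) plated 24 h, then exposed 24 h to a dilution series; GF-AFC added 30 min at 37C, fluorescence 405/540 nm; normalised to medium-only and DMSO wells, Hill fit.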
FLuc inh = Firefly luciferase inhibition profiling of diverse chemical library using quantitative high-throughput screening | purified P. pyralis luciferase, luminescence, biochemical | 76,000 tested, 2.5% active | Potency, µM (highest dose often 115 µM), without a hit: at the highest dose activity change, negative = inhibition, usual class: inhibitors; also: potency is read from the fitted curve at half-maximal effect; nearly all actives have a fitted effect of over 65% in size
Target sequence (P08659 whole entry, looked up): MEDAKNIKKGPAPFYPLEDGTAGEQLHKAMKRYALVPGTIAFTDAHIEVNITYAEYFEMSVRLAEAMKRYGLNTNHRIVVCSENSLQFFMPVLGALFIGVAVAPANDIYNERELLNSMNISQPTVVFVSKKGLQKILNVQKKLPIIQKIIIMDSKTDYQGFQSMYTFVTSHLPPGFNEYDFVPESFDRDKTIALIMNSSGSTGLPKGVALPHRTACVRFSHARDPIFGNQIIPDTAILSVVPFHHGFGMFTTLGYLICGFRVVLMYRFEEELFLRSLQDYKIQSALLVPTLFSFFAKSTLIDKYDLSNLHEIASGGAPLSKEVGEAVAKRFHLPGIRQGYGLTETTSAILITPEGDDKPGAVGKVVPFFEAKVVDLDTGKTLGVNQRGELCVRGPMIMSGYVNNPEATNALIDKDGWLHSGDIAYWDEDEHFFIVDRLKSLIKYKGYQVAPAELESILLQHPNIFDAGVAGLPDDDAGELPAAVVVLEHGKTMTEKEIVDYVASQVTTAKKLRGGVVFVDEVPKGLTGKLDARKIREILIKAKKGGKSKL
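Biochemical qHTS: compound (6-point titration) added to 10uM D-luciferin plus 10uM ATP in Tris acetate pH 7.5 buffer with Mg, Tween-20 and BSA, then purified enzyme at 10nM; light output imaged.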
GPT2 inhibitor = Primary qHTS assay for inhibitors of Glutamate pyruvate transaminase 2 (GPT2) | Recombinant GPT2, coupled pyruvate oxidase/HRP Amplex Red fluorescence | Potency, µM (highest dose often 57.7 µM), for the others: top-dose activity change, negative = inhibition, most hits filed as inhibitors | Alanine aminotransferase 2 (Homo sapiens), Q8TD30 | AID 1671188, 2021 | 100,000 tested, 0.25% active; also: potency is read from the fitted curve at half-maximal effect; nearly all actives have a fitted effect of over 60% in size; many of its hits are not listed in these tables
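Fluorescence of coupled pyruvate oxidase/HRP/Amplex Red system (50uM Amplex, 30 min, dark) reports pyruvate formed by GPT2. Enzyme reaction: 10ng/uL GPT2, 2mM L-alanine, 250uM a-KG, 30 min room temperature, pH 7.5; 50uM AOA control.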
SNCA expr inhib = Primary qHTS assay for inhibitors of alpha-synuclein gene (SNCA) expression. HEK-293 SNCA-luciferase knock-in, luminescence, 24 h. Potency, µM (doses to about 57.2 µM), for the others: top-dose activity change, negative = inhibition, usual class: inhibitors. 140,000 tested, 0.17% active. AID 1671194, 2021;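 also: potency is read from the fitted curve at half-maximal effect; plate controls were DMSO cells for no effect and cell-free wells for full effect; nearly all actives have a fitted effect of over 45% in size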
3T3 cytotox = Cytotoxic Profiling in NIH 3T3 Cell Line of Diverse Libraries Using Quantitative High-Throughput Screening; NIH 3T3 viability, CellTiter-Glo ATP luminescence, 48-72 h; Potency, µM (titrated, usually from 96.7 µM), for inactives: at the highest dose activity change, negative = cytotoxicity, hits mostly inhibitors; 94,000 tested, 4.3% active; AID 1345082, 2018; also: potency is read from the fitted curve at half-maximal effect; nearly all actives have a fitted effect of over 55% in size
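ATP-dependent luminescence (CellTiter-Glo) served as the viability signal for NIH 3T3 cells treated with compound for 48 or 72 hr at 37 °C.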
IP6K1 inh = Primary qHTS assay for small molecule inhibitors of Inositol hexaphosphate kinase 1 (IP6K1). Inositol hexakisphosphate kinase 1 (Homo sapiens), Q92551. IP6K1 kinase, ADP-Glo luminescence, 2 h; hits give low values. activity change, % (series mostly up to about 58 µM). 140,000 tested, 0.81% active. AID 1645851, 2021; in the data active = activity change below about -25%
Target sequence (Q92551 whole entry, looked up): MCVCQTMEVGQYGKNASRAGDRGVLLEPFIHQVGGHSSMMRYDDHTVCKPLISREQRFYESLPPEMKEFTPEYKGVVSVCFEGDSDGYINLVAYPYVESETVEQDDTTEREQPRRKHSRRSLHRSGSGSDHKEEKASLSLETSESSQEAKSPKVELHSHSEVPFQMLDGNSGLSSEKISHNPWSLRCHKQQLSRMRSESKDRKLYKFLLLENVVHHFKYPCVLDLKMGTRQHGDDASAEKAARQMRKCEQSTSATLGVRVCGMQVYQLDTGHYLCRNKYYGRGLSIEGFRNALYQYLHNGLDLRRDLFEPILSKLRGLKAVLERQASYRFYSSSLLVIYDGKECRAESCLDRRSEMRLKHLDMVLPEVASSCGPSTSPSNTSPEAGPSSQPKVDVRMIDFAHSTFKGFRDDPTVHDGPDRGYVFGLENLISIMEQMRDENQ
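ADP-Glo luminescence measures ADP made by human IP6K1 during a 2 h RT reaction with ATP/IP6 (mix at 1.3 mM/130 uM); top library doses 57.5 and 19.1 uM final.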
HEK293 tox = Cytotoxic Profiling in HEK 293 Cell Line of Diverse Libraries Using Quantitative High-Throughput Screening. HEK 293 viability, ATP luminescence (CellTiter-Glo), 48-72 h. Potency, µM (titrated, usually from 115 µM), for the others: at the top dose activity change, negative = cytotoxicity, actives largely listed as inhibitors. 94,000 tested, 6.6% active. AID 1345083, 2018; also: potency is read from the fitted curve at half-maximal effect; nearly all actives have a fitted effect of over 60% in size
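Viability of HEK 293 cells, plated at 250 cells/well, was judged by cellular ATP after compound treatment for 48 or 72 hr. Luminescence was imaged 10 min after CellTiter-Glo addition at room temperature.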
* = called active by the depositor; i = inactive; ? = inconclusive; . = no result given; [ ] = another dose, or the depositor's remark. Unless noted, calls follow the shape of the dose curve; as a rule, active = well fitted curve in the direction sought with a large enough effect; inconclusive = small, poorly fitted or top-dose-only effect, or another doubt; inactive = no such curve, though single readings can be large; an effect the other way counts as inactive or inconclusive. Unless noted, % is scaled to controls: 0 for no effect and ±100 for the full control effect.

Second line of a record: 3T3 cytotox | IP6K1 inh | FLuc inh | SNCA expr inhib | HEK293 viab | GPT2 inhibitor | HEK293 tox
CCOC(=O)c1c(NC(=O)c2ccccc2Cl)sc2c1CCCC2
  . | -15.6 | . | -7.4% | 16.5% | . | .
Cc1cccc(C(=O)N2CCc3cc(CNC(=O)c4ccco4)ccc32)c1
  . | -3.3 | . | -19.7% | 8.3% | . | .
C#CCNC(=O)[C@@H]1Cc2cn(Cc3ccncc3)c3cccc(c23)[C@H](CC(C)C)N1
  89.1µM* | 2.5 | 5.5%[172 µM] | ? | ? | ? | 44.7µM*
COCC1CN(C(C)=O)CC12CCN(S(=O)(=O)Cc1ccc(F)cc1)CC2 (stereo not given)
  -4.7% | -1.0 | -13.1% | -19.5% | -13.2% | i | 2.0%
COc1ccc(C(=O)N2CCC(Oc3ccc(-c4noc(C(C)C)n4)cc3)C2)cc1 (stereo not given)
  ? | 9.6 | -19.6% | 21.5% | -6.2% | -10.8% | 39.8µM*
CC(c1cccs1)N(C)Cc1ccc(F)cc1 (stereo not given)
  -15.6%[138 µM] | 11.3 | -5.6%[172 µM] | 12.9%[87.6 µM] | 8.9%[87.6 µM] | 2.8%[88.5 µM] | -1.8%[172 µM]
Cn1cnc(S(=O)(=O)N2CCC3(CCCCO3)CC2)c1
  -1.0% | 12.6 | -1.5% | 5.3% | -8.2% | -3.7% | i
O=C(c1ccn[nH]1)N1CCC[C@H](n2c(=O)n(CC3CC3)c3cccnc32)C1
  -8.5% | 22.4 | 11.2% | ? | 8.6% | i | -3.8%
O=C1NC2(CCN(C(=O)c3ccc(Cl)c(F)c3)CC2)CC1c1ccccc1 (stereo not given)
  ? | -19.1 | 2.2% | -10.0% | -4.2% | -6.4% | -23.5%
CC(=O)c1cccc(S(=O)(=O)NCCc2csc3nc(-c4ccc(F)cc4)nn23)c1
  . | 5.0 | . | -12.4% | 31.6µM* | . | .
COc1ccc(S(=O)(=O)NCCc2sc(-c3ccccc3)nc2C)cc1F
  . | -1.5 | . | 23.6% | -19.3% | . | .
Cc1cc(-c2cc3c(cn2)CN(Cc2c[nH]c4ccccc24)CCN3)ccn1
  ? | -11.8 | ? | 177.4%[activator][87.6 µM] | -7.3%[87.6 µM] | -9.1%[88.5 µM] | 112µM*
CCOc1ccc(NC(=O)CCS(=O)(=O)c2cc3c4c(c2)CCN4C(=O)CC3)cc1
  . | -7.9 | . | 6.1% | 9.7% | . | .
CC(C)N1CCC(CCNC(=O)CCC[C@H]2NC[C@@H]3C[C@H]2CN(Cc2ccccc2)C3)CC1
  i | 18.9 | -20.4% | 25.5% | 39.3% | i | 2.0%
CS(=O)(=O)CC(O)c1cc2n(n1)CCN(Cc1ccc(Cl)s1)C2 (stereo not given)
  -23.0% | -1.8 | -2.6% | -17.6% | 4.7% | -18.1% | -4.1%
C/C(=C/C=C\C=C\Cc1cnco1)[C@@H](O)C(C)(C)C(N)=O
  . | -11.5 | . | . | -21.5% | i | .
COc1cccc(NC(=O)CSc2nc(O)c(C/C=C/c3ccccc3)c(=O)[nH]2)c1
  . | -4.8 | . | -12.1% | 17.4% | . | .
O=C([C@H]1CNC[C@H](C(=O)N2CCN(c3cccnc3)CC2)C1)N1CCOCC1
  -7.0% | 8.5 | 10.4% | 3.2% | 0.1% | -7.2% | i
O=C(NCc1ccc(N2CCCCC2)cc1)c1cnc(-c2ccccc2)nc1-c1ccncc1
  i | 33.9 | 4.5% | 1.2% | 6.6% | 4.1% | 1.0%
Cc1ccc(OCC(=O)N2CC(Oc3ccc(-c4nc(-c5ccccc5)no4)cc3)C2)cc1
  0.9% | 6.0 | ? | 29.8% | 4.4% | i | 22.3%
CCc1csc(Cn2cc(-c3cncnc3)nn2)n1
  -1.2% | -4.3 | -1.5% | 7.3% | -10.9% | -11.9% | i
CC(C)(C)c1ccnc(N[C@H]2CO[C@H]3[C@@H]2OC[C@@H]3NC(=O)c2ccco2)n1
  ? | 9.9 | ? | -9.0%[87.6 µM] | 0.3%[87.6 µM] | i | ?
CCn1cc2nc(SCC(=O)Nc3ccc(OC)c(Cl)c3)n(Cc3ccc(OC)cc3)c(=O)c2n1
  . | -16.3 | . | 10.2% | 14.6% | . | .
COc1ccccc1N1CCN([C@H]2[C@@H]3OC[C@@H](O3)[C@@H](NC(=O)Nc3ccc(F)cc3)[C@@H]2O)CC1
  -6.3% | -6.2 | 6.3% | 15.4% | -1.8% | -0.3% | -4.6%
Cn1ccc(Nc2nccc3c(=O)cc(-c4cccnc4)oc23)n1
  39.8µM* | -14.4 | 2.8%[172 µM] | -21.1%[87.6 µM] | -11.5%[87.6 µM] | -11.7%[88.5 µM] | -5.9%[172 µM]
CN(C)c1cccc(-c2cc(C(=O)NCc3cccnc3)c3c(c2)ncn3C)c1
  ? | -2.0 | 11.0%[172 µM] | -13.2%[87.6 µM] | 5.2%[87.6 µM] | i | -15.1%[172 µM]
CC(C)CCN1C(=O)CC[C@]2(C(=O)NCc3cccc(Cl)c3)CCCC[C@@H]12
  ? | -4.2 | 5.5% | -23.5% | -25.7% | i | ?
CC1=C2C[C@H]3O[C@@]3(C)CCC3O[C@@]3(C)C[C@@]2(O)OC1=O (stereo not given in full)
  . | 11.2 | . | . | -6.4% | i | .
Cc1ccc(CNC(=O)CN2CC3CC(C2)[C@H]2CCCC(=O)N2C3)o1 (stereo not given in full)
  i | -7.8 | 7.4% | -17.0% | 7.9% | i | 8.6%
COCCNC(=O)C1CCN(Cc2cc3ccccc3n2Cc2ccc(C)cc2)CC1
  . | 14.7 | . | -24.7% | 1.9% | . | .

The results go on.
Second line of a record: 3T3 cytotox | IP6K1 inh | FLuc inh | SNCA expr inhib | HEK293 viab | GPT2 inhibitor | HEK293 tox
CCc1cc(=O)n(CC(=O)Nc2cccc(C#N)c2)c(-c2ccccc2)n1
  -0.1% | -4.2 | 8.4% | 4.4% | 8.6% | i | -9.1%
O=C(CC1CCCN(c2cnn(CC3CC3)c(=O)c2)C1)NCc1ccccn1 (stereo not given)
  ? | -6.5 | 6.8% | 12.6% | -3.5% | -4.4% | -23.7%
CN1CCC[C@H]1c1cccnc1
  . | . | . | -2.0% | -2.9% | i | .
COc1ccccc1CNC(=O)Cn1c(=O)ccc2cc(S(=O)(=O)N3CCCC3)ccc21
  . | 9.4 | . | 31.4%[activator] | -7.0% | . | .
CN(C)c1cccc(C(=O)N2CCC3(CC2)NC(=O)N(Cc2ccc(F)cc2)C3=O)c1
  ? | -8.4 | -4.6% | 2.1% | 1.3% | i | ?
COc1cc2c(cc1OC)C(C[C@H]1CN(C(=O)c3cccnc3)CC[C@H]1CC(=O)O)=NCC2
  -18.9% | 9.2 | -13.8% | 10.2% | 14.5% | i | -6.3%
Cc1ccc2cccc(NC(=O)c3cccc4c(Cl)cccc34)c2n1
  . | -2.9 | . | -12.0% | -2.4% | . | .
Cc1cccc(C)c1N1CC(OCc2cccc(C(=O)O)c2)c2ccccc2[S+]1(=O)[O-] (stereo not given)
  ? | 22.3 | . | . | . | . | -4.2%
C[S+](=O)([O-])N1Cc2ccccc2CC2(CCCN2CC2CCCCC2)C1 (stereo not given)
  ? | -7.5 | . | -29.6% | 3.1% | i | ?
COc1ccc([C@H](C)NC(=O)c2c(C)noc2-c2ccc(OC(F)(F)F)cc2)cc1
  -10.8% | 18.4 | -4.8% | -10.1% | 15.7% | i | ?
CCOC(=O)C1=C(C)N=C2SCCC(=O)N2C1c1ccc(OCc2ccccc2)c(OC)c1 (stereo not given)
  . | -1.5 | . | -8.6% | -28.4% | . | .
CCOC(=O)c1cc(-c2ccc(F)cc2)n(CCC(=O)NC2CCC(C)CC2)c1C (stereo not given)
  . | 2.9 | . | 4.5% | 3.2% | . | .
Cc1ccc2[nH]c(=O)c(CCC(=O)N(C)Cc3cn(C)nc3C)cc2c1
  i | 34.0 | -12.6% | -1.9% | 2.8% | i | -2.0%
Cc1ccc(Nc2c(-c3ccc(N4CCOCC4)cc3)nc3cccc(C)n23)cc1
  . | 7.4 | . | 78.1%[activator] | -3.7% | . | .
Cc1ccc2nc(CN3CCN(S(=O)(=O)c4ccccc4)CC3)oc2c1
  . | 20.5 | . | -17.3% | -3.0% | . | .
COc1ccccc1C(=O)NC1CCN(c2nnc3ccccn23)CC1
  -3.1% | 13.5 | -2.3% | -5.3% | -16.6% | i | i
O=C(NC1CCCC1)c1c[nH]c2ccc(S(=O)(=O)Nc3cccc(C(F)(F)F)c3)cc2c1=O
  . | 23.4 | . | -20.9% | -8.7% | . | .
CN(C)Cc1ccc(-c2cc3c(ccn3Cc3cccnc3)c(C3=CCOCC3)n2)cc1
  25.1µM* | 30.8 | -1.0%[172 µM] | -12.7%[87.6 µM] | -23.9%[87.6 µM] | 0.8%[88.5 µM] | 56.2µM*
COc1ccccc1-c1nc(-c2nnn3c2COC(c2ccc(Cl)cc2)C3)no1 (stereo not given)
  -26.0% | -13.2 | -9.4% | -18.8% | -5.6% | i | -3.1%
COCCOC1CCN(C(=O)Cc2c[nH]c3ccccc23)CC1
  i | 12.0 | -13.1% | -3.1% | -10.7%[12.5 µM] | -6.9% | 9.2%

Entries of single compounds, looked up by structure. Order of screens: 3T3 cytotox, IP6K1 inh, FLuc inh, SNCA expr inhib, HEK293 viab, GPT2 inhibitor, HEK293 tox
CCc1csc(Cn2cc(-c3cncnc3)nn2)n1 is entered as -1.2%, -4.3, -1.5%, 7.3%, -10.9%, -11.9%, i
CCOC(=O)c1cc(-c2ccc(F)cc2)n(CCC(=O)NC2CCC(C)CC2)c1C (stereo not given) is entered as ., 2.9, ., 4.5%, 3.2%, ., .
COCC1CN(C(C)=O)CC12CCN(S(=O)(=O)Cc1ccc(F)cc1)CC2 (stereo not given) is entered as -4.7%, -1.0, -13.1%, -19.5%, -13.2%, i, 2.0%
CC(C)CCN1C(=O)CC[C@]2(C(=O)NCc3cccc(Cl)c3)CCCC[C@@H]12 is entered as ?, -4.2, 5.5%, -23.5%, -25.7%, i, ?
COc1ccc([C@H](C)NC(=O)c2c(C)noc2-c2ccc(OC(F)(F)F)cc2)cc1 is entered as -10.8%, 18.4, -4.8%, -10.1%, 15.7%, i, ?

These rows are one share of the data (hit frequency here may not be typical).
